# Source: PubChem BioAssay (Broad Institute)
# DENV2 CPE: inhibitors of DENV2 cytopathic effect; DENV2-infected cells, cytopathic effect rescue, plate reader; CPE inhibition, % at 9.99 µM; hit rate 1.7% among 350,000; in the data active means CPE inhibition above about 20%, passing the limit was not always enough; inconclusive means no clear call, values can overlap the other calls; tested in BHK-21 cells;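 further: 0% = median of neutral control wells and 100% = median of positive control wells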
# E-selectin induc: E-selectin induction on HUVECs | HUVEC E-selectin immunofluorescence imaging; normalized: neutral wells 0, TNF-alpha wells 100 | activation, % at 7.58 µM | hit rate 0.37% among 260,000 | AID 686992;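 active means mean E-selectin-positive cell signal at least 10% of the positive control, reached in at least 60% of replicates, without over 20% cell loss; inconclusive means no rule given, readout overlaps actives, possibly toxicity-flagged; inactive means the rest, including those meeting only one limit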;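 further: in these data hits start at about 27%; measured in HUVEC primary endothelial cells; signal is the percent of cells scored E-selectin positive by PE staining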
#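 Test system: HUVEC | Signal: Immunofluorescence imaging | Read-out: Percent E-selectin-positive cells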
# RAD52 anneal inh: inhibitors of human RAD52 DNA annealing; P43351; recombinant RAD52 DNA annealing, FRET fluorescence; hit rate 0.46% among 360,000; inhibition, % at 18.7 µM; AID 651710;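 active means every replicate showing at least 50% inhibition; inconclusive means mean inhibition at least 50% but not in every replicate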
# GSIS activator: primary screen for activators of insulin secretion dependent on glucose, INS-1E cells, GLuc reporter luminescence. INS-1E GLuc reporter insulin secretion, 2-3 h. activation, % at 16.6 µM. hit rate 0.61% among 370,000. AID 743287;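 active means lowest replicate activation of at least 40%, so every replicate reaches that level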;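 further: 0% = median of neutral control wells and 100% = median of IBMX positive control wells; some compounds called inactive have numbers as strong as hits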
# RAD54 branch: blocks human RAD54 Holliday junction branch migration | FAM/BHQ fluorescence | inhibition, % at 10.4 µM | hit rate 0.14% among 360,000;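 active means mean normalized replicate activity at least 40 and at least half of replicates scoring 40 or more; inconclusive means only one of the two criteria met; inactive means mean below 40 and under half of replicates reaching 40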;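 further: 0% = median of neutral control wells and 100% = median of positive control wells; inhibitors cause a drop in the FAM fluorescence signal; in these data hits start at about 50%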
# Target sequence (Q92698 whole entry, looked up): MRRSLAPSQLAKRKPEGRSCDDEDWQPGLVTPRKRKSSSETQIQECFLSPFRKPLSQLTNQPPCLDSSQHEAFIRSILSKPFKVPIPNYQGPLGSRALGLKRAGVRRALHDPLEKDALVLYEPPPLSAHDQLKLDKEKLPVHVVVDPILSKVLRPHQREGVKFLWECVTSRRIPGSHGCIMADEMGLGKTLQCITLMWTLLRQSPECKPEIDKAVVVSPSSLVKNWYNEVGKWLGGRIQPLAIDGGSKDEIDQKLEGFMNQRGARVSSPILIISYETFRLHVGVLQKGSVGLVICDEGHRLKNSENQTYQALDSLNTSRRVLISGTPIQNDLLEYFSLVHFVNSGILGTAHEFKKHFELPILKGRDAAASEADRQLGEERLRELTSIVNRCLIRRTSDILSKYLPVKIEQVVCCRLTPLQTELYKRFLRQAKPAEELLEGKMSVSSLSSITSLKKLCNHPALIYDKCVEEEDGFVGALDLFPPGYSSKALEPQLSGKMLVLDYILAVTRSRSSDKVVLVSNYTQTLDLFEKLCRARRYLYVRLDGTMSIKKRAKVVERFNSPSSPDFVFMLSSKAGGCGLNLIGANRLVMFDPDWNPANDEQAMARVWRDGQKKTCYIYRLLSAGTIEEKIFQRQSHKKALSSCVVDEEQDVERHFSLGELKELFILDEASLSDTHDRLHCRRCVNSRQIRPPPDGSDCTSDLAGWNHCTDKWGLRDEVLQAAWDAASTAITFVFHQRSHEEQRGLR
# Xi reactivation: reactivates the inactive X chromosome in mouse fibroblasts. AID 743238. XiGFP mouse fibroblasts, % GFP-positive cells imaging, 3 d; cells co-treated with 5-aza-dC sensitizer; scaled so ellipticine positive control = 100%. activation, % at 7.58 µM. hit rate 0.055% among 360,000;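 active means mean normalized replicate activation at least 10% and every replicate at or above 10%; inconclusive means only one of the two criteria met; inactive means mean below 10% and not all replicates reach 10%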;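 further: 0% = median of on-plate neutral control wells and 100% = ellipticine 6 µM median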
#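 Assay system – SV40-immortalized XiGFP fibroblast cells, line 68-5-11 · Buffer or medium – DMEM supplemented with 5-aza-dC as sensitizing agent · Dosing – one concentration, pinned · Benchmarks – positive control ellipticine, 6 µM final · Times – 3 days compound exposure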
# Casp6 inh: blocks human caspase-6 cleavage activity | P55212 | purified caspase-6, Z-VEID-R110 cleavage fluorescence | inhibition, % at 12.5 µM | hit rate 0.53% among 350,000;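 active means mean inhibition across replicates at least about 35%, with every replicate also reaching that limit, limit read from the data; inconclusive means only one of the two criteria met; inactive means neither criterion met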;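 further: 0% = median of neutral control wells and 100% = no fluorescence left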
# Target sequence (P55212 24-179 limits assumed): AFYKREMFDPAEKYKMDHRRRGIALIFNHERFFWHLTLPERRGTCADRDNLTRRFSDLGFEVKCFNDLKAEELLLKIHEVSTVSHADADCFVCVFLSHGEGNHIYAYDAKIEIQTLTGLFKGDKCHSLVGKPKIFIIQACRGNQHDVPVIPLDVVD
# Target sequence (P55212 194-293 limits assumed): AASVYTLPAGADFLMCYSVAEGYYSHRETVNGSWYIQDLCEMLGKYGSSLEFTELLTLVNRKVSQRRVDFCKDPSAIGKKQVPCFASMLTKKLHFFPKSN
# CFTR F508del cor: CFTR F508del correction in bronchial cells | CFBE cells, YFP halide quenching; stimulated with forskolin plus potentiator P3; % fluorescence drop versus neutral controls | activity (quench increase), % at 7.58 µM | hit rate 0.36% among 350,000 | AID 720511;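 active means mean added fluorescence quench of at least 8% versus neutral control, with both replicates also reaching 8%; inconclusive means only one of the mean or replicate conditions met; inactive means mean below 8% and not both replicates reaching 8%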;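 further: cells transiently co-express mutant CFTR-F508del with the halide-sensitive YFP; corrector assay measuring rescue of mutant channel to the surface after 24 h compound exposure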
# The depositor's hits bear a star; u = inconclusive; x = not tested or not shown.
# Every second line gives: DENV2 CPE	E-selectin induc	RAD52 anneal inh	GSIS activator	RAD54 branch	Xi reactivation	Casp6 inh	CFTR F508del cor
> S=C(c1c[nH]c2ccc(Br)cc12)N1CCOCC1
→ -3	-1.0	-9	-2	x	0.0	-3	-0.4
> Cc1c(NC(=O)CN2C(=O)NC3(CCC(C)CC3)C2=O)c(=O)n(-c2ccccc2)n1C (stereo not drawn)
→ 3	-0.1	-20	1	x	0.1	-1	x
> COc1ccccc1CSc1nc2ccccc2[nH]1
→ 2	x	-13	-13	1	x	-3	0.4
> CCOC(=O)N1CCN(S(=O)(=O)c2ccc(OC)c(Br)c2)CC1
→ 5	x	10	x	-4	0.2	17	2.7
> CNC[C@H]1Oc2ccc(NS(=O)(=O)c3ccc(F)cc3)cc2C(=O)N([C@H](C)CO)C[C@@H]1C
→ -4	x	5	0	1	-0.8	-1	0.9
> CC1(C)Cc2c(c(-c3ccco3)nc3sc4c(NCCCO)ncnc4c23)CO1
→ -1	-0.2	-21	35	5	-0.1	0	6.6
> C=C1CCN([C@@H](CC(C)C)C(=O)NN2CCOCC2)S(=O)(=O)c2ccccc21
→ 0	-0.1	-14	11	0	0.0	-2	1.6
> O=C(Nc1ccc2ccccc2n1)Nc1cccs1
→ 2	x	-10	8	6	0.3	-1	0.9
> CCOC(=O)c1ccc(-n2c(CN3CCN(CC)CC3)nc3ccc([N+](=O)[O-])cc3c2=O)cc1
→ 0	6.0	-10	-3	x	0.0	-10	-0.4
> S=C1NCN(Cc2cccnc2)CN1c1cccc(Cl)c1
→ 6	x	-14	x	2	0.0	2	0.5
> CC(C)(C)CN1C(N)=NC[C@@H]1Cc1ccccc1
→ 5	0.3	-8	-2	2	0.0	-3	-1.3
> CN(CC(=O)Nc1c(Cl)cccc1Cl)C(=O)CCc1nc2sc3c(c2c(=O)[nH]1)CCCC3
→ 7	x	-31	-5	x	0.0	7	-2.0
> CC(O)[C@H]1CNC(=O)C(=O)N1CC(C)(C)C (stereo partly drawn)
→ -1	0.0	-9	49	-8	0.0	-2	1.6
> COc1cc(/C=C/C(=O)O)cc(S(=O)(=O)Nc2ccc3c(c2)CCC3)c1OC
→ 5	0.2	-6	19	1	-0.1	8	-4.8
> COc1cc2[nH]c(C(=O)N(C)C3CCS(=O)(=O)C3)cc2c(OC)c1OC (stereo not drawn)
→ 12	0.2	-5	6	10	0.0	1	1.3
> O=C(Nc1ccccc1-c1ccccc1)C1CCCC1
→ 2	-0.2	15	14	x	0.0	5	1.2
> N#Cc1ccc(C(=O)OCC(=O)N2CCCCCC2)cc1
→ 3	-0.3	-5	-3	-12	-0.1	3	1.1
> Cn1c(=O)c2[nH]c(CCc3ccncc3)nc2n(C)c1=O
→ -5	3.1	-1	14	9	0.2	0	0.9
> C[C@H](Nc1ccc(C(F)(F)F)cc1[N+](=O)[O-])C(=O)O
→ -4	3.7	-22	17	7	0.1	0	-0.9
> O=C(COC(=O)c1cc[n+]([O-])cc1)Nc1ccc(Br)cc1
→ 0	-1.8	-4	2	-5	-0.1	1	-3.1
> COC(=O)CCc1c(C)c(C(=O)c2cccc(OC)c2OC)c2ccccn12
→ 8	4.8	-25	9	-5	0.2	3	x
> O=C(COC(=O)CN1C(=O)C2CCCCC2C1=O)Nc1c(Cl)cccc1Cl (stereo not drawn)
→ -13	x	6	-19	-2	0.3	-1	-0.7
> COc1ccc(NC(=O)N(C)C[C@@H]2Oc3ccc(NC(=O)C4CC4)cc3C(=O)N([C@H](C)CO)C[C@H]2C)cc1
→ -7	1.5	-8	16	-5	0.1	0	-4.0
> CC(NC(=O)c1ccc2c(c1)OCO2)c1cccc(C(F)(F)F)c1 (stereo not drawn)
→ -8	-0.9	3	-38	-9	0.0	-2	0.1
> COc1ccc(N2CCN(C(=O)[C@H](Cc3c[nH]c4ccccc34)NC(C)=O)CC2)cc1
→ 3	2.0	-6	-6	x	0.2	1	-1.8
> CCNC(=O)[C@H]1[C@H](CO)[C@H]2Cn3c(ccc(-c4cncnc4)c3=O)[C@H]2N1C(=O)c1ccccc1F
→ -7	0.1	-4	11	-6	0.0	0	-0.2
> COC(=O)c1ccc(CSc2cc(C)c3cccc(C)c3n2)o1
→ 1	1.4	-15	-22	2	0.0	0	2.2
> Cc1nn(CC(=O)N2CCC(C(N)=O)CC2)c(=O)c2nn(-c3ccccc3)c(C)c12
→ 4	x	3	2	1	0.0	4	1.0
> Cc1ccc(S(=O)(=O)Nc2c(C)nc3nc[nH]n3c2=O)c(C)c1
→ 3	x	-26	-2	4	0.0	4	-2.4
> Cc1ccc(CN2CCN(CC(=O)NC(C)CCc3ccccc3)C2=O)cc1 (stereo not drawn)
→ 6	0.0	-13	-13	6	0.1	2	1.6
> COCC(=O)Nc1ccc2c(c1)C(=O)N(C)C[C@H](OC)[C@H](C)CN(Cc1ccccn1)[C@@H](C)CO2
→ 12	-0.2	-19	-3	-4	0.4	-2	-0.5
> O=C(O)c1ccc2c(c1)C(=O)N(c1ccc(Nc3ccccc3)cc1)C2=O
→ u	x	-6	-7	-2	0.2	6	0.2
> CC(=O)N(C)C[C@@H]1Oc2cc(C#CCC(C)C)ccc2S(=O)(=O)N([C@@H](C)CO)C[C@@H]1C
→ 13	-0.2	5	8	7	-0.3	-1	0.9
> Cc1noc(C)c1S(=O)(=O)N(CC(=O)NC1CCC(C)CC1)c1ccc(C(C)C)cc1 (stereo not drawn)
→ 0	x	-11	0	17	0.0	0	0.1
> Cn1c(N)c(C(=O)COC(=O)c2ccc(C(F)(F)F)cc2)c(=O)n(C)c1=O
→ -3	0.0	-11	-12	-7	-0.1	1	-6.5
> COc1ccc(C(=O)NCCC(=O)NCc2cc(=O)n(C)c(=O)n2C)cc1
→ 11	x	-11	3	5	0.0	1	0.7
> CCC(=O)NN1CCc2cc3ccc(C)cc3nc21
→ 2	0.0	-10	4	9	0.0	2	-0.1
> O=C(NC(Cc1ccccc1)C(=O)O)/C(=C\c1ccco1)NC(=O)c1ccccc1Br (stereo not drawn)
→ x	0.3	x	-1	-7	0.4	x	x
> CC1(c2ccccc2)NC(=O)N(CC(=O)Nc2ccccc2N2CCCCC2)C1=O (stereo not drawn)
→ 2	0.6	-26	-21	-10	-0.1	1	3.0
> CC(=O)NC(CC(=O)OC(C)C(=O)Nc1ccc(Cl)cn1)c1ccccc1 (stereo not drawn)
→ 6	-0.1	-5	-10	x	0.0	-2	-4.9

# In a second layout: results already given.
compound	DENV2 CPE	E-selectin induc	RAD52 anneal inh	GSIS activator	RAD54 branch	Xi reactivation	Casp6 inh	CFTR F508del cor
Cc1noc(C)c1S(=O)(=O)N(CC(=O)NC1CCC(C)CC1)c1ccc(C(C)C)cc1 (stereo not drawn)	0	x	-11	0	17	0.0	0	0.1
Cn1c(N)c(C(=O)COC(=O)c2ccc(C(F)(F)F)cc2)c(=O)n(C)c1=O	-3	0.0	-11	-12	-7	-0.1	1	-6.5

# (more compounds)
# Every second line gives: DENV2 CPE	E-selectin induc	RAD52 anneal inh	GSIS activator	RAD54 branch	Xi reactivation	Casp6 inh	CFTR F508del cor
> O=C1c2ccccc2C(O)N1Cc1ccccc1Cl (stereo not drawn)
→ 0	x	-3	12	-9	0.1	-2	5.7
> CN(C(=O)c1cccc(Cl)c1)C1CCCN(Cc2ccccc2F)C1 (stereo not drawn)
→ -5	x	-10	-11	-9	0.0	-2	3.1
> Cc1ccc(S(=O)(=O)Cn2nnnc2C(CC(C)C)N2CCN(C)CC2)cc1 (stereo not drawn)
→ u	x	-10	-2	x	0.0	-1	0.8
> Cc1cnc(=O)[nH]c1SCc1cccc([N+](=O)[O-])c1
→ -2	x	-4	-2	-1	0.0	0	2.9
> CS(=O)(=O)N1CCCC(c2nc(-c3ccc(S(=O)(=O)NCc4ccccc4)cc3)no2)C1 (stereo not drawn)
→ -2	x	-10	-51	-1	x	2	4.3
> COc1ccccc1N1CCN(CCC(=O)Nc2ccc(F)cc2)CC1
→ 0	x	-9	1	5	0.0	1	-0.2
> CCN(CC)c1ccc(/C=C(/C#N)C(=O)NC(C)C)o1
→ u	2.5	-459	-12	-54	-0.1	-4	0.3
> CCCCOCCCNC(=O)C[C@H]1C[C@@]2(C(=O)OC)C(=C[C@H](COCc3ccccc3)O[C@@H]2C)N(CCC2=CCCCC2)C1=O
→ 5	-0.2	-19	-44	x	0.1	0	3.0
> COc1cccc(NC(=S)N2c3ccccc3CC2C)c1 (stereo not drawn)
→ 7	-0.2	-19	19	5	-0.1	-5	1.8
> CO[C@H]1CN(C)C(=O)c2cc(NC(=O)NC3CCCCC3)ccc2OC[C@@H](C)N(C(C)=O)C[C@@H]1C
→ -6	-0.1	x	12	6	0.0	x	-2.7
> COc1ccc([C@H]2CC(=O)C[C@@H](CCn3cc(CC4CCCC4)nn3)O2)cc1
→ 5	0.1	-6	-27	x	0.0	3	2.8
> Cc1cccc2cc(CN(Cc3cccs3)S(=O)(=O)c3ccc4c(c3)OCCO4)c(=O)[nH]c12
→ 5	x	0	14	x	0.0	-3	x
> COCCNC(=O)c1cc2c(c(-c3cccc(-c4cc5ccccc5o4)c3)n1)[C@@H](CCO)N(S(=O)C(C)(C)C)C2 (stereo partly drawn)
→ 2	-1.2	-29	-12	-4	0.0	-2	1.6

# Gathered by group: those above containing an NH in an aromatic ring.
# Every second line gives: DENV2 CPE	E-selectin induc	RAD52 anneal inh	GSIS activator	RAD54 branch	Xi reactivation	Casp6 inh	CFTR F508del cor
> S=C(c1c[nH]c2ccc(Br)cc12)N1CCOCC1
→ -3	-1.0	-9	-2	x	0.0	-3	-0.4
> COc1ccccc1CSc1nc2ccccc2[nH]1
→ 2	x	-13	-13	1	x	-3	0.4
> CN(CC(=O)Nc1c(Cl)cccc1Cl)C(=O)CCc1nc2sc3c(c2c(=O)[nH]1)CCCC3
→ 7	x	-31	-5	x	0.0	7	-2.0
> COc1cc2[nH]c(C(=O)N(C)C3CCS(=O)(=O)C3)cc2c(OC)c1OC (stereo not drawn)
→ 12	0.2	-5	6	10	0.0	1	1.3
> Cn1c(=O)c2[nH]c(CCc3ccncc3)nc2n(C)c1=O
→ -5	3.1	-1	14	9	0.2	0	0.9
> COc1ccc(N2CCN(C(=O)[C@H](Cc3c[nH]c4ccccc34)NC(C)=O)CC2)cc1
→ 3	2.0	-6	-6	x	0.2	1	-1.8
> Cc1ccc(S(=O)(=O)Nc2c(C)nc3nc[nH]n3c2=O)c(C)c1
→ 3	x	-26	-2	4	0.0	4	-2.4
> Cc1cnc(=O)[nH]c1SCc1cccc([N+](=O)[O-])c1
→ -2	x	-4	-2	-1	0.0	0	2.9
> Cc1cccc2cc(CN(Cc3cccs3)S(=O)(=O)c3ccc4c(c3)OCCO4)c(=O)[nH]c12
→ 5	x	0	14	x	0.0	-3	x
